# Source: PubChem (several laboratories)
# IEC-6 tox: IEC-6 cytotoxicity, counter-screen for KLF5 inhibitors; luminescence viability; inhibition, % at 5 µM; actives 0.78% (n = 290,000); in the data active means inhibition above about 22%;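 further: 0% = plate median of test compound wells and 100% = cytotoxic reference compound wells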
# HSP90 refold inh: HSP90 refolding inhibition in rabbit reticulocyte lysate | luciferase refolding luminescence, 3 h | inhibition, % at 5.6 µM | actives 0.91% (n = 290,000);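 active means inhibition above the screen-wide mean plus 3 SD, computed separately per campaign, cut at about 16% in these data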;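 further: 0% = DMSO wells and 100% = 60 µM geldanamycin wells; inhibitors lower the luminescence because luciferase stays unfolded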
# Platelet DG rel: platelet dense granule release activity; human platelet-rich plasma, SFLLRN dense granule ATP release, luminescence; inhibition, %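 (compounds screened at 7.5 µM in platelet-rich plasma)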; actives 0.22% (n = 300,000); AID 1663;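 active means mean replicate score, as percent of positive control, at or above 50; inconclusive means mean below 50 but at least one replicate at or above 50; inactive means mean and every replicate below 50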
# KLF5 inhibitor: kruppel-like factor 5 inhibition; DLD-1 KLF5 promoter-luciferase reporter, luminescence; inhibition, % at 5 µM; actives 0.23% (n = 290,000); AID 1700;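 active means inhibition above a per-plate limit of that plate's mean compound inhibition plus 3 SD, cut at about 60% in these data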;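 further: 0% = DMSO wells and 100% = LY294002 at 200 µM; higher means less KLF5 promoter-driven luciferase light; inactives centre near -14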
# HDAC3 inhib: human HDAC3 inhibition; inhibition, % at 8.3 µM; O15379; recombinant HDAC3, fluorogenic peptide/trypsin coupled, fluorescence; AID 2718; actives 0.15% (n = 320,000); in the data active means inhibition above about 26%, passing the limit was not always enough; inconclusive means no clear call, values can overlap the other calls
# Target sequence (O15379 whole entry, looked up): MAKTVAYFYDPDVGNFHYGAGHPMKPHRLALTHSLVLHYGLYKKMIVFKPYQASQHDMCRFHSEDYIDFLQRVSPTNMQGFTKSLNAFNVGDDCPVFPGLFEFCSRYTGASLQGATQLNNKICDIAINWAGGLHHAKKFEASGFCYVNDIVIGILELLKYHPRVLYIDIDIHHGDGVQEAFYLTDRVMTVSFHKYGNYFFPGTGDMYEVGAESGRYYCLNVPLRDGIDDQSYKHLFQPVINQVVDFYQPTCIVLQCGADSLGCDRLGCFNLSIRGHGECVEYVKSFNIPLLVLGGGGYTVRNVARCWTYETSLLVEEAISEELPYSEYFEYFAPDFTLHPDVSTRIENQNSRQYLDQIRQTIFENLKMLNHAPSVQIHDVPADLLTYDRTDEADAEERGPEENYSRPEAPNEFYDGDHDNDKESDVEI
# AI-2 QS modul: modulates the Vibrio harveyi AI-2 quorum sensing system; actives 0.4% (n = 300,000); activity change, % at 7.5 µM; Vibrio harveyi JMH597 AI-2 luminescence/OD600 ratio, 9 h; stronger effect = lower value; strain lacks LuxN and CqsS sensors; 0 = neutral-control median; in the data active means activity change below about -75%, passing the limit was not always enough; inconclusive means no clear call, values can overlap the other calls;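 further: luminescence divided by OD600 gain over 9 h not by final OD600 alone; inactives centre near 13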
# HIF act: HIF pathway transcriptional activation | actives 0.32% (n = 300,000) | activation, % at 7.5 µM (by protocol) | AID 1910 | U2OS HRE-luciferase reporter, luminescence; normalized: DMSO 0%, desferrioxamine 100%;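 active means mean activation of at least 10% of the iron chelator positive control signal, with at least half of replicates also reaching 10%; inconclusive means mean and replicate majority disagree about reaching 10%; inactive means mean and most replicates under 10%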
# HSF1 activator: increases HSF-1 driven luciferase reporter signal; NIH3T3-HGL HSF-1 luciferase reporter, MG132, 8 h; 100% = twice DMSO control signal; actives 1.7% (n = 300,000); activation, % at 9 µM;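 active means mean replicate activation of at least 50% with a set share of replicates each reaching 50%; inconclusive means only one of those two conditions met; inactive means mean below 50% and too few replicates reaching it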;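 further: 0% = median of the neutral control wells and 100% = twice that signal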
# aSyn 5UTR inh: 5' untranslated region of α-synuclein, MLPCN primary screen. alpha-synuclein 5'UTR reporter, inhibitor activity. inhibition, % (tested at 7.5 µM). actives 0.82% (n = 300,000); in the data active means inhibition above about 60%; inconclusive means no clear call, values can overlap the other calls;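 further: H4 neuroglioblastoma cells stably carrying SNCA 5'UTR luciferase fusion; 0% = DMSO wells and 100% = positive control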
# HSF1 inh: HSF1 inhibition. NIH3T3-HGL HSE-luciferase, MG132-induced, luminescence 8 h; stronger effect = lower value. activity change, negative = inhibition, % at 7.5 µM (by protocol). actives 0.77% (n = 300,000);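 active means more than half of replicate wells show activity change below -50%, luminescence cut by over half; inconclusive means some wells, but at most half, below -50%; inactive means no replicate well below -50%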;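 further: luciferase reports HSF-1 transcriptional activity via heat shock element; 0% = median of DMSO wells and -100% = zero luminescence signal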
# An asterisk follows results filed as active; u = inconclusive; x = not tested or not shown.
SMILES,IEC-6 tox,HSP90 refold inh,Platelet DG rel,KLF5 inhibitor,HDAC3 inhib,AI-2 QS modul,HIF act,HSF1 activator,aSyn 5UTR inh,HSF1 inh
COc1ccc([N+](=O)[O-])cc1NC(=O)CSc1ncccn1,4,4,-1,-13,5,10,0.6,-6,0,-1
CCOc1ccc(-c2nnn(CC(=O)NCc3ccc(F)cc3)n2)cc1OCC,1,1,14,-22,u,18,-0.1,-4,26,1
O=C(COc1ccc(S(=O)(=O)NC2CCCCC2)cc1Cl)N1CCN(c2ccccc2)CC1,-6,2,-8,-11,x,2,-0.5,0,3,-8
Cc1nccc(-c2cccc(N/N=C(\C#N)C(=O)c3ccccc3)c2)n1,7,0,-33,-12,8,8,-0.6,39,11,7
COc1ccc(C(O)Cn2cc([N+](=O)[O-])nc2C)cc1 (stereo not drawn),1,-1,-3,-24,-4,14,0.2,-5,13,-6
OC(c1ccc(Cl)cc1)c1nnc(-c2ccccc2)o1 (stereo not drawn),0,0,-2,-40,3,x,0.9,-5,-30,11
Cc1cc(C)c(C)c(Oc2ncnc(N)c2[N+](=O)[O-])c1,8,-2,0,-47,5,25,-0.2,-3,4,-1
COc1ccccc1CN(C(=O)c1ccco1)C(C(=O)NC1CCCC1)c1ccncc1 (stereo not drawn),-1,3,16,-13,-4,24,-0.6,6,-4,4
O=C(O)c1cc(N/N=C/C(Cl)=C/c2ccccc2)ccc1Cl,-3,48*,1,-106,3,25,-3.1,15,15,4
N#CC1(c2ccc(NC(=O)c3ccccc3F)cc2)CCCC1,9,16,6,-74,-2,-44,0.7,49,-49,13
O=C1CC(NNC(=O)c2ccc(Br)cc2)C(=O)N1 (stereo not drawn),8,3,x,1,-2,33,x,x,x,x
CS(=O)(=O)N(CCc1ccccc1)CC(=O)N1CCN(Cc2ccccc2)CC1,-5,-2,x,-20,-2,12,0.2,-6,-5,-15
CCCCn1c(N)c(N(CCOC)C(=O)c2ccc(-c3ccccc3)cc2)c(=O)[nH]c1=O,x,x,3,x,-1,27,-2.4,14,18,5
Cc1ccsc1C(=O)N1CCCC(CCC(=O)N2CCN(c3ccccn3)CC2)C1 (stereo not drawn),-5,-5,-2,-22,-2,15,-0.1,31,10,17
Cc1ccc(-c2nc3sc4c(N)ncnc4c3c3c2CCCC3)cc1,4,1,8,-2,0,17,0.2,-8,23,5
COc1ccccc1N1CCN(C(=O)C2CCCN(c3ncnc4c3nc3n4CCCCC3)C2)CC1 (stereo not drawn),3,-2,1,-14,-2,5,-0.5,-7,0,-3
COc1ccccc1CNc1ccc2nnc(CCNC(=O)c3ccc(C)cc3)n2n1,-3,1,-2,-14,6,6,-0.2,-10,-6,-3
CCc1ccccc1NC(=O)CN(C)Cc1c(O)ccc2ccccc12,1,-1,-4,0,-3,x,-24,29,-11,8
COc1cccc(-c2nc(-c3ccc4c(c3)-c3ccccc3S4(=O)=O)c(-c3ccccc3)[nH]2)c1OC,5,5,-1,1,3,26,-0.2,31,36,6
COc1ccccc1NC(=O)Oc1cccc(OC(=O)c2ccccc2)c1,-2,-2,-1,-12,3,12,-0.2,10,0,3
O=C(NCC1(N2CCCCC2)CCCCC1)c1ccc(NS(=O)(=O)c2ccccc2)cc1,x,x,x,x,7,19,-0.4,-1,-19,-6
COc1ccc(NC(=O)CCOc2ccc(C)cc2)c(OC)c1,-9,-2,-9,-29,5,-6,-12,-10,11,-1
CC1(C)CC(=O)c2cc(C(=O)NNc3ccccc3)c(=O)n(-c3ccccc3)c2C1,-5,4,0,-4,10,29,-0.2,6,7,1
Cn1nc(C(F)(F)F)cc1-c1ccc(/C=C(\C#N)C(=O)c2cccc(C(F)(F)F)c2)s1,4,2,0,-36,-6,22,0.8,66*,-77,25

# 4 consecutive compounds from above:
SMILES,IEC-6 tox,HSP90 refold inh,Platelet DG rel,KLF5 inhibitor,HDAC3 inhib,AI-2 QS modul,HIF act,HSF1 activator,aSyn 5UTR inh,HSF1 inh
COc1ccc([N+](=O)[O-])cc1NC(=O)CSc1ncccn1,4,4,-1,-13,5,10,0.6,-6,0,-1
CCOc1ccc(-c2nnn(CC(=O)NCc3ccc(F)cc3)n2)cc1OCC,1,1,14,-22,u,18,-0.1,-4,26,1
O=C(COc1ccc(S(=O)(=O)NC2CCCCC2)cc1Cl)N1CCN(c2ccccc2)CC1,-6,2,-8,-11,x,2,-0.5,0,3,-8
Cc1nccc(-c2cccc(N/N=C(\C#N)C(=O)c3ccccc3)c2)n1,7,0,-33,-12,8,8,-0.6,39,11,7

# (list continues)
SMILES,IEC-6 tox,HSP90 refold inh,Platelet DG rel,KLF5 inhibitor,HDAC3 inhib,AI-2 QS modul,HIF act,HSF1 activator,aSyn 5UTR inh,HSF1 inh
O=C(Nc1ccccc1C(=O)Nc1ccccc1C(=O)NCc1ccco1)c1ccco1,4,-4,6,-16,-1,5,-0.1,2,9,2
Cc1nn(CCCC(=O)Nc2cc(Oc3ccc(F)cc3)cc([N+](=O)[O-])c2)c(C)c1[N+](=O)[O-],0,2,-11,-8,-3,-1,-0.5,-1,13,-3
CCc1ccc(CN(C)C(=O)C2CCC(=O)N(Cc3cccc(OC)c3)C2)nc1 (stereo not drawn),6,3,6,-20,-3,3,0.4,-18,20,-1
O=C(O)c1ccc2cccc(O)c2n1,-1,2,2,-26,4,22,40*,-3,16,-1
COc1ccc(NC(=O)c2ccc(CN3CCN(c4ccccc4)CC3)cc2)cc1,0,-1,0,-27,-3,14,-0.5,-9,7,-7
C=C(C)CNC(=S)NNC(=O)c1ccc(Br)cc1,2,2,-6,5,5,10,0.5,4,-1,5
Cc1ccc(CN2CCC(n3nccc3NC(=O)CCOc3ccccc3)CC2)cc1C,1,-3,1,-16,3,5,-0.4,7,-13,1
Cc1ccc(-n2c(=O)[nH]cc(C(=O)Nc3ccc4c(c3)OCCO4)c2=O)cc1,5,7,4,-31,4,-2,-0.7,16,0,-8
Cc1cc2c(n1-c1ccc(Cl)cc1)CC(C)(C)CC2=O,-5,-2,-8,-6,3,11,-0.4,12,14,-4
Cc1ccsc1C(=O)OC1CCOC1=O (stereo not drawn),9,2,3,1,-1,16,-13,-16,16,4
Cc1cc(-c2ccco2)n(-c2ccccc2)n1,-9,3,-1,0,9,31,0.4,18,-13,10
COc1cc(C(=O)OCC(=O)c2cc(C)n(CC3CCCO3)c2C)ccc1OCC(=O)N1CCOCC1 (stereo not drawn),x,x,2,x,0,9,1.9,-18,-26,-6
O=C(NCCS(=O)(=O)N1CCN(c2ccc(F)cc2)CC1)c1ccc(Br)o1,-6,-2,-9,-17,5,-3,-0.3,-5,127*,-11
Cn1c(CN2CCCCC2)nc2cc([N+](=O)[O-])ccc21,2,4,0,-20,4,0,0.5,-13,-7,-8
COCCNS(=O)(=O)c1cc(Br)ccc1OC,-3,0,10,-50,4,7,0.3,5,19,-4
Cc1nnc(SCC(=O)Nc2nsc(-c3ccc(C(C)(C)C)cc3)n2)s1,-6,-1,-3,-142,3,65,1.2,51*,-70,22
O=C(NCC1(c2ccccc2)CCCC1)C1(c2ccccc2)CCCC1,2,-3,-12,-12,4,19,-0.5,3,-18,-1
CCOC(=O)c1cc2c(=O)n3ccccc3nc2n(C(C)C)c1=NC(=O)c1c(-c2ccccc2Cl)noc1C,3,1,-15,-13,-3,0,-0.9,6,18,0
CN(C(=O)c1cccs1)c1ccc(OCC(=O)N2CCC(C(N)=O)CC2)cc1,-5,1,-1,-1,-2,7,-3.8,-3,-8,-9
COc1ccc(C(=O)N2CCN(c3ccc(C)cc3)CC2)cc1OC,-2,0,9,-25,-6,29,-0.2,5,11,-1
O=C(CCC(=O)N1CCN(S(=O)(=O)c2ccccc2)CC1)c1cccs1,-10,0,3,-12,-3,16,-0.2,6,2,4
Cc1ccc(NC(=O)CC(=O)c2ccccc2)cc1C,-3,-2,-1,-85,3,-50,3.3,35,-117,14
N#Cc1cc(-c2ccccc2)nc(NN)n1,2,3,3,-10,1,-1,-0.2,3,-24,0
Cc1nc2ncnn2c(Nc2ccc3c(c2)OCCO3)c1C,-14,-5,-7,-3,3,17,0.2,-4,18,-5
CC1CN(Cc2nc3c(c(=O)n(C)c(=O)n3C)n2CCc2ccccc2)CC(C)O1 (stereo not drawn),-2,-4,7,7,-3,13,-0.2,12,16,7
CSc1nc(N(C)NC(=O)c2ccc(F)cc2)c2ccccc2n1,78*,-1,-1,79*,3,22,1.0,-14,77*,-11
COc1cccc(-c2cccc(NC(=O)C3CCN(CC4CCOC4)CC3)c2)c1 (stereo not drawn),-2,-3,9,-15,0,7,0.3,-1,10,-4
Cn1ncc([N+](=O)[O-])c1C(=O)Nc1ccc(-c2nc3ccccc3[nH]2)cc1,0,2,-6,-153,2,5,2.4,46,-159,24
O=C(CSc1ncccn1)NN=C1CCCCCC1,3,0,7,-6,5,9,-0.5,-4,26,0
Nc1cc2c(cc1[N+](=O)[O-])OCCOCCOCCO2,6,0,3,-12,-8,19,-0.7,-26,21,-12
CCN1CCN(C(=O)N(Cc2ccc(Cl)cc2)S(=O)(=O)c2ccc(C)cc2)CC1,x,x,2,x,6,20,1.8,0,2,-5
CCOc1ccc(-c2cnc3n2CCC3)cc1,-6,1,6,-34,-2,2,-0.2,-3,3,2
CCCCSc1nc(C)nc2c1c(=O)n(C)c(=O)n2C,-5,-3,5,22,6,25,0.1,6,-12,-3
COc1nnc(-c2ccc(C)c(S(N)(=O)=O)c2)c2ccccc12,-1,-1,-3,-17,1,10,-0.3,6,-8,9
COc1cc(CO)ccc1OCC(=O)Nc1cccc2ccccc12,-1,-3,-1,-8,6,34,0.0,4,-14,-3
COc1ccc(C(=O)N2CCCCCC2)cc1S(=O)(=O)N1CCOCC1,6,-2,x,8,-3,6,u,-20,0,-9
C=CCN1C(=O)C(Cc2ccc(OCC)cc2)SC1=Nc1ccc(C(=O)O)cc1 (stereo not drawn),3,4,-12,-17,4,2,-0.5,59*,4,26
C=CCN(CC=C)C(=O)C1CC(=O)N(c2ccc(Br)cc2)C1 (stereo not drawn),-5,-2,5,-15,-2,28,-0.5,4,-7,0
COc1ccc(-c2noc(N3CCC(C(=O)N4CCN(c5ccccn5)CC4)CC3)n2)cc1,-2,-1,1,3,-3,28,0.0,-4,-49,-3
COC(=O)C(NS(=O)(=O)c1ccc(C)cc1)c1ccccc1 (stereo not drawn),1,3,5,-32,-2,24,0.0,-8,4,-2
COc1ccc2[nH]cc(CC(=O)O)c2c1,6,-3,x,-4,0,x,x,x,x,x
CC1=C(C(N)=O)C(c2ccccc2)n2nc(-c3ccncc3)nc2N1 (stereo not drawn),2,3,1,-9,-2,22,0.7,-1,-17,-7
CCN(CC)C(=O)COc1coc(CN2CCN(c3ccc(F)cc3)CC2)cc1=O,-5,-6,-3,-12,-5,28,1.4,-69,5,-62*
CCCCOc1ccc(C(=O)NCC(=O)NCC(c2ccc(F)cc2)N2CCOCC2)cc1 (stereo not drawn),x,x,13,x,-4,12,0.7,10,2,-4
CCc1ccc(CN2CCN(C(=O)c3cccc(OC)c3OC)CC2)cc1,1,0,1,-26,4,16,0.0,-6,10,0
COc1ccc(CCNC(=O)C2CCN(S(=O)(=O)N3CC(C)CC(C)C3)CC2)cc1OC (stereo not drawn),-2,-3,-2,13,3,12,x,-2,-2,-2
